E-sel inducer = E-selectin induction in HUVECs, primary screen, imaging, HUVEC, immunofluorescence imaging, single point; P16581; normalized: neutral wells 0, TNF-alpha wells 100; activation, % at 7.58 µM; 260,000 tested, 0.37% active;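 active = mean E-selectin-positive cell signal at least 10% of the positive control, reached in at least 60% of replicates, without over 20% cell loss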;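 note: in these data hits start at about 27%; measured in HUVEC primary endothelial cells; signal is the percent of cells scored E-selectin positive by PE staining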
Target sequence (P16581 whole entry, looked up): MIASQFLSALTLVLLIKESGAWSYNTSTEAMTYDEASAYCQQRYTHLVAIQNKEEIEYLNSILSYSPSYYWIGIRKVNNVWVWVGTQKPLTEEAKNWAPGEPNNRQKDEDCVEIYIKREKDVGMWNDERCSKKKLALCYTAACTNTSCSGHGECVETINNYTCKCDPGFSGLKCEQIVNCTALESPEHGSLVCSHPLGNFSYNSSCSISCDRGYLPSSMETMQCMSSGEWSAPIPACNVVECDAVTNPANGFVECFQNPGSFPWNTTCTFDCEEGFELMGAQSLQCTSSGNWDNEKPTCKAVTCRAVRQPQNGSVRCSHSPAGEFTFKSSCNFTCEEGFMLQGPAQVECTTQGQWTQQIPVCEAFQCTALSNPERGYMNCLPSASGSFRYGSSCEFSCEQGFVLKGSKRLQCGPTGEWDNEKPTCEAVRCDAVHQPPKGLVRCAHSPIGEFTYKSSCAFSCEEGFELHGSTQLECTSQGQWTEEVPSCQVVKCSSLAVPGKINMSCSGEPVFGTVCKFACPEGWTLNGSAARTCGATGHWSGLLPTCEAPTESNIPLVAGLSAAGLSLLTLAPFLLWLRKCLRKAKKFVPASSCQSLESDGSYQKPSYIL
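System: HUVEC, human umbilical vein endothelial cells; quantity: 3,000 cells/well; buffer or medium: EGM-2 medium, gelatin-coated wells; dosing: single-point compound dose; detection: immunofluorescence imaging; evaluation: % PE-positive cells; benchmarks: TNF-alpha, DMSO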
miR-122 sensor = miR-122 Renilla sensor signal increase in Huh7, primary screen, miR-122 inhibitor project, cell-based, single point, plate reader; Huh7 miR-122 Renilla luciferase sensor, 48 h; neutral wells = 0, positive control = 100; activation (reporter increase), % at 12.5 µM; 340,000 tested, 0.3% active;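 active = mean replicate activation score at least 90 and every replicate individually at or above 90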;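 note: higher luciferase means less miR-122 activity so hits act as miR-122 inhibitors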
Cneo AK release = Cryptococcus neoformans cell lysis inducers, primary screen, AK release luminescence, single concentration; 360,000 tested, 0.2% active; lysis activity, % at 15 µM; C. neoformans lysis, adenylate kinase release luminescence, 4 h; normalised: neutral wells 0, clomiphene wells 100;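 active = mean lysis activity across replicates of at least 80%, whatever share of replicates individually reach that level; inactive = mean lysis activity below 80%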
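Assay system: Cryptococcus neoformans yeast cells / Dosing: single-point compound dose / Timing: 4 h at 37 °C static, read 1 h later / Measured by: luminescence of released adenylate kinase using an AK detection reagent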
PglD inh = C. jejuni PglD acetyltransferase inhibitors, primary screen, biochemical, DTNB colorimetric, single point; purified PglD enzyme, DTNB colorimetric CoA detection; 360,000 tested, 0.098% active; AID 602405, 2012; inhibition, % at 12.5 µM; UDP-N-acetylbacillosamine N-acetyltransferase PglD (Campylobacter jejuni); in the data active = inhibition above about 16%, passing the limit was not always enough; note: strong numbers were not always called active
RAD52 anneal inh = RAD52 DNA annealing inhibitors, primary screen, biochemical, FRET, single point, set 2. recombinant RAD52 DNA annealing, FRET fluorescence. inhibition, % at 18.7 µM. 360,000 tested, 0.46% active;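 active = every replicate showing at least 50% inhibition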
Target sequence (P43351 whole entry, looked up): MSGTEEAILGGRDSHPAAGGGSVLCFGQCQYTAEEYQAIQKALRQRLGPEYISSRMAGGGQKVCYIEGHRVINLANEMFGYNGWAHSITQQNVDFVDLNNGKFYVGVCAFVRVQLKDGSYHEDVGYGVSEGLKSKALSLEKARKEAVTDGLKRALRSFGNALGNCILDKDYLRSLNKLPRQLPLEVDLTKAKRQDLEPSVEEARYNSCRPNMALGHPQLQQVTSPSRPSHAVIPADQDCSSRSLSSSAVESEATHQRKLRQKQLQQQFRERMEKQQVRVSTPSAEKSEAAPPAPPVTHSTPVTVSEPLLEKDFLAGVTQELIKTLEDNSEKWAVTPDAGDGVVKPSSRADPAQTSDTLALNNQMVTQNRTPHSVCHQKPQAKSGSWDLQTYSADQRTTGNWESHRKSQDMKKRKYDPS
ERAP1 HTS inh = human ERAP1 aminopeptidase inhibitors, primary screen, biochemical, single point, plate reader | recombinant ERAP1, Leu-AMC fluorescence, 60 min | inhibition, % at 10.7 µM | 340,000 tested, 0.15% active | AID 652197, 2013;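 active = mean replicate inhibition of at least 30%, or all replicates individually reaching that 30% level; inactive = mean below 30% and not every replicate reaching it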;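 note: 0% = neutral control wells and 100% = L-leucinethiol positive control wells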
PGC1a acetyl inh = inhibitors of PGC1a acetylation signal, primary screen, cell-based, U2OS, AlphaScreen, inhibitor mode; AlphaScreen anti-acetyl-lysine; with virally co-expressed GCN5 acetyltransferase; inhibition, % at 15.6 µM; 350,000 tested, 0.17% active; AID 651687, 2012;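 active = every replicate shows inhibition of at least 40%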;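 note: 0% = neutral control wells and 100% = positive control wells; some results beyond the cut were filed as inactive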
RAD54 branch = inhibitors of human RAD54 branch migration, primary screen, biochemical, fluorescence, single point | DNA repair and recombination protein RAD54-like (Homo sapiens), Q92698 | RAD54 Holliday junction branch migration, FAM/BHQ fluorescence | inhibition, % at 10.4 µM | 360,000 tested, 0.14% active | AID 602329, 2012;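 active = mean normalized replicate activity at least 40 and at least half of replicates scoring 40 or more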;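 note: 0% = median of neutral control wells and 100% = median of positive control wells; inhibitors cause a drop in the FAM fluorescence signal; in these data hits start at about 50%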
The depositor's hits bear a star; i = inactive; x = no result given; [ ] = remark or other dose.

SMILES | E-sel inducer | miR-122 sensor | Cneo AK release | PglD inh | RAD52 anneal inh | ERAP1 HTS inh | PGC1a acetyl inh | RAD54 branch
COc1cccc(-c2ccc3c(c2)O[C@H](CN(C)CC2CC2)[C@H](C)CN([C@@H](C)CO)S3(=O)=O)c1 | 11 | 1[16.7 µM] | 1 | -5 | 24 | 4 | -7 | -5
Cc1ccc(C)c(OCc2cc(C(=O)N3CCN(c4ccccc4)CC3)no2)c1 | x | x | 6 | 5 | -35 | 0 | x | -2
Cc1ccccc1C(=O)OC1OC(=O)C(Cl)=C1Nc1ccccc1 (configuration not stated) | x | 1 | x | x | -3 | 1 | -7 | x
C[C@@H]1CN([C@H](C)CO)C(=O)c2cc(NC(=O)C3CCCCC3)ccc2O[C@H]1CN(C)Cc1ccc(Cl)c(Cl)c1 | 0.7 | -8[16.7 µM] | 15 | 0 | -26 | -1 | -3 | -10
Cn1c(NC(=O)/C=C/c2ccccc2)cc(=O)n(C)c1=O | 0.3 | 13 | 6 | 2 | x | x | x | 9
COc1ccccc1CNC(=O)Cn1ccc2cc(S(=O)(=O)N3CCCC3)ccc21 | 2.7 | 6 | 1 | -1 | -6 | 1 | 13 | -9
O=S(=O)(c1ccccc1)N1CCN(Cc2cccc(OCCO)c2)CC1 | x | x | 17 | 0 | 16 | -3 | x | 0
C[C@H]1CCCCO[C@@H](CN(C)C(=O)Nc2ccc(F)cc2)[C@@H](C)CN([C@@H](C)CO)C(=O)c2cc(NS(=O)(=O)c3ccccc3)ccc2O1 | 0.0 | 3[16.7 µM] | -3 | -3 | -4 | -2 | -6 | 2
COc1ccc(/C=C2/Sc3ccc(C(=O)NCCCN4CCOCC4)cc3NC2=O)cc1OC | 0.0 | x | 0 | -1 | -25 | 1 | x | 11
COc1ccc(OCC(=O)N2CCN(C(=O)c3ccco3)CC2)cc1 | x | -6 | 1 | 5 | x | x | -14 | -32
COC(=O)[C@H](C)NC(=O)Nc1ccc(S(N)(=O)=O)cc1 | x | 1 | 0 | -5 | x | x | 4 | 7
O=C(C[C@@H]1C[C@H]2c3cc(NC(=O)C4CCOCC4)ccc3O[C@H]2[C@@H](CO)O1)NCc1ccc2c(c1)OCO2 | 0.4 | -4[16.7 µM] | -2 | 0 | 12 | -3 | -1 | -16
CC(C)C1COC(c2cccc3ccccc23)=N1 (configuration not stated) | -0.1 | -1 | 1 | -1 | 6 | 3 | -10 | 1
COc1ccccc1N1CCN(CCCNC(=O)Nc2ccccc2)CC1 | x | -3 | -2 | 2 | x | x | 0 | 3
CN1CCN(S(=O)(=O)c2ccc(NC(=O)c3ccco3)cc2)CC1 | x | 8 | 2 | -1 | x | x | -10 | -7
COc1ccc(-c2nc3c4ccccc4ccn3c2CN2CCOCC2)cc1OC | x | 19 | 0 | 1 | -1 | 1 | 1 | 6
COCCn1c(N)c(N(Cc2ccccc2)C(=O)c2cc3ccccc3o2)c(=O)[nH]c1=O | -0.3 | x | x | x | -3 | -1 | 3 | x
Cc1cc(C)cc(-c2nc(-c3ccncc3)no2)c1 | 0.2 | -2 | 0 | 0 | -50 | x | 2 | -17
c1ccc2c(N3CCOCC3)nc(N3CCOCC3)nc2c1 | x | -2 | 1 | -2 | x | x | -7 | -4
O=C(NCC[C@H]1CC[C@@H](NS(=O)(=O)c2cccc(F)c2)[C@@H](CO)O1)C1CCCC1 | 0.0 | 14[16.7 µM] | -1 | 1 | -2 | 1 | 1 | -9
CC1(C)Cc2c(cnn2-c2ccccc2)-c2c1c1ccccc1n2CC(O)CCl (configuration not stated) | x | -5 | 7 | 8 | x | x | -8 | 5
COc1ccc2cc(C3c4cc(OC)c(OC)cc4CCN3C(=O)c3ccco3)c(=O)[nH]c2c1 (configuration not stated) | -0.1 | 1 | -6 | -2 | 2 | -1 | x | 8
CCOc1ccccc1NC(=O)C(=O)N/N=C/c1ccc([N+](=O)[O-])cc1 | 3.9 | -5 | 1 | 5 | -21 | -4 | 2 | 5
CC1(C(=O)NCc2cccc(C(F)(F)F)c2)CCN1C1Cc2ccccc2C1 (configuration not stated) | 0.6 | 0 | 2 | 2 | 8 | 0 | -34 | -7
CCN(CC)S(=O)(=O)c1ccc(C(=O)Nc2ncn(Cc3ccccc3)n2)cc1 | x | -1 | 0 | -3 | -9 | -2 | 12 | -2
Cc1ccc(S(=O)(=O)N(C)C[C@@H]2Oc3ccc(NC(=O)Nc4c(C)noc4C)cc3C(=O)N([C@H](C)CO)C[C@@H]2C)cc1 | 1.2 | 1[16.7 µM] | -2 | 1 | -10 | -5 | -13 | -2
CCc1ccc(C(c2ccc(CC)cc2)C(Cl)Cl)cc1 | x | -4 | 0 | 3 | -7 | 0 | -4 | -7
O=c1c2c3c(sc2n2cnnc2n1Cc1ccccc1)CN(Cc1ccccc1)CC3 | x | 2 | 1 | 1 | x | x | -73 | -1
CO[C@H]1CN(C)C(=O)c2cc(NC(=O)NC(C)C)ccc2OC[C@H](C)N(CCC(F)(F)F)C[C@H]1C | 0.0 | 15[16.7 µM] | 0 | 4 | x | x | -3 | 0
COc1cccc(CNS(=O)(=O)c2ccc3c(c2)CC(C)N3C(C)=O)c1 (configuration not stated) | x | 6 | 1 | -4 | -18 | 1 | -18 | 0
O=C(Nc1ccc2c(c1)CCCN2C(=O)c1cccs1)c1c(F)cccc1F | x | -3 | 0 | -10 | -27 | -3 | x | 13
CCOc1ccc(NS(=O)(=O)c2ccc3c(c2)N(C(C)=O)CCO3)cc1 | -0.1 | 39 | -1 | 1 | 2 | -1 | -2 | -18
CCCNC(=O)N1C[C@@H](C)[C@@H](OC)CN(C)C(=O)c2cc(NC(=O)CC)ccc2OC[C@H]1C | -0.1 | x | 14 | -1 | -11 | 3 | 2 | -8
COc1cccc(CNC(=O)[C@@H]2[C@@H](CO)[C@@H]3Cn4c(ccc(-c5cncnc5)c4=O)[C@@H]3N2C)c1 | 0.0 | 1[16.7 µM] | 0 | 3 | -1 | 1 | x | 6
O=Cc1c(-[n+]2ccccc2)nc([O-])n1-c1ccccc1 | x | 3 | -1 | 14 | x | x | -6 | 8
COc1ccc(-c2cc(N3CCN(CCO)CC3)n3nccc3n2)cc1 | -0.2 | -4 | -1 | -6 | 14 | -1 | x | -1
COCCn1nnnc1C(c1ccccc1)N1CCN(C)CC1 (configuration not stated) | x | -1 | -1 | 0 | x | x | -7 | 9
C=CCOC(=O)C1=C(C)OC(N)=C(C#N)C1c1ccc2c(c1)OCO2 (configuration not stated) | x | -2 | 0 | -9 | x | x | 20 | -15
COc1cccc(-c2cnc3c(c2)C(=O)N([C@H](C)CO)C[C@H](C)[C@H](CN(C)S(=O)(=O)c2ccc(C#N)cc2)O3)c1 | 0.7 | 0[16.7 µM] | 8 | -4 | 7 | 0 | 17 | 3
C[C@@H]1CN([C@@H](C)CO)C(=O)c2cc(C3=CCCC3)cnc2O[C@H]1CN(C)S(C)(=O)=O | -0.2 | x | 1 | 4 | -3 | x | 3 | 2
O=C(COC(=O)[C@H](Cc1ccccc1)NC(=O)c1ccco1)Nc1ccccc1OC(F)F | x | x | 0 | -2 | -6 | -1 | -2 | -4
CNC[C@H]1OCCCC[C@@H](C)Oc2ccc(NS(=O)(=O)c3c(C)noc3C)cc2C(=O)N([C@@H](C)CO)C[C@H]1C | 0.0 | 15[16.7 µM] | -12 | 0 | x | x | 9 | 6
Cc1ccc(CNC(=O)[C@H](C)[C@H]2C[C@]2(C)[C@H](NC(=O)OCc2ccccc2)c2ccccc2)o1 | x | -1 | -1 | 4 | x | x | -7 | -1
Cc1cc(-c2nnc(SCC(=O)Nc3ccccc3C(F)(F)F)o2)c(C)n1-c1ccccc1 | x | -3 | 4 | -2 | x | x | -10 | -1
Cc1cc(Nc2ccccc2O)c2ccccc2n1 | x | -6 | 1 | 2 | 1 | -6 | -12 | 10

5 entries from above, reformatted:
mol	E-sel inducer	miR-122 sensor	Cneo AK release	PglD inh	RAD52 anneal inh	ERAP1 HTS inh	PGC1a acetyl inh	RAD54 branch
COc1cccc(-c2ccc3c(c2)O[C@H](CN(C)CC2CC2)[C@H](C)CN([C@@H](C)CO)S3(=O)=O)c1	11	1[16.7 µM]	1	-5	24	4	-7	-5
COc1cccc(CNC(=O)[C@@H]2[C@@H](CO)[C@@H]3Cn4c(ccc(-c5cncnc5)c4=O)[C@@H]3N2C)c1	0.0	1[16.7 µM]	0	3	-1	1	x	6
CC(C)C1COC(c2cccc3ccccc23)=N1 (configuration not stated)	-0.1	-1	1	-1	6	3	-10	1
O=C(Nc1ccc2c(c1)CCCN2C(=O)c1cccs1)c1c(F)cccc1F	x	-3	0	-10	-27	-3	x	13
CC1(C(=O)NCc2cccc(C(F)(F)F)c2)CCN1C1Cc2ccccc2C1 (configuration not stated)	0.6	0	2	2	8	0	-34	-7

(next part)
SMILES | E-sel inducer | miR-122 sensor | Cneo AK release | PglD inh | RAD52 anneal inh | ERAP1 HTS inh | PGC1a acetyl inh | RAD54 branch
O=C(c1ccccc1)N(C1=NCCCCS1)c1ccccc1 | -0.1 | -2 | -2 | 1 | -7 | 0 | 7 | -6
CCCCNC(=O)C1(C)CCC(=O)N1C1CC1 (configuration not stated) | -0.1 | -1 | 6 | 0 | -8 | 9 | -13 | -7
CCC1(C)Cc2ccccc2-c2c1c(=O)n(Cc1ccccc1)c1nnnn21 (configuration not stated) | x | -2 | 0 | 1 | x | x | -14 | -12
Nc1ccc(-c2c3ccc(=O)cc-3oc3cc(O)ccc23)c(C(=O)O)c1 | x | -17 | -1 | -1 | x | x | 5 | i
CO[C@@H]1CN(C)C(=O)c2cc(NS(=O)(=O)c3ccccc3)ccc2OC[C@H](C)N(C)C[C@H]1C | 0.0 | 1[16.7 µM] | -2 | 11 | 6 | -1 | x | 7
CC(C)[C@H](NC(=O)N1CCn2c1nc1ccccc12)C(=O)N[C@H](C(=O)O)c1ccccc1 | x | 0 | -1 | 4 | 0 | x | 2 | -9
C[C@H](CO)N1C[C@H](C)[C@H](CN(C)C(=O)CN(C)C)Oc2ncc(C#Cc3cccnc3)cc2C1=O | -0.2 | -4[16.7 µM] | 2 | 0 | 4 | 1 | 2 | 0
O=C(COC(=O)Cn1cnc2ccccc21)NCCc1ccc(Cl)cc1 | x | 2 | 5 | 7 | x | x | -4 | -5
Cc1cccc(NC(=O)COC(=O)c2cccc3c2C(=O)c2ccccc2C3=O)c1C | 0.8 | x | 4 | 5 | x | x | x | 10
O=C(c1ccc(COc2ccc(Cl)cc2)cc1)N1CCCCC1 | x | -1 | -2 | -3 | -3 | -2 | 3 | -6
CN1CCCCC1(C)C(=O)NCc1cc(Cl)ccc1F (configuration not stated) | -0.1 | -2 | 0 | -4 | -1 | -2 | 4 | -9
CC1CCCCN1C(=O)COC(=O)c1cc([N+](=O)[O-])ccc1N (configuration not stated) | -0.3 | -1 | -1 | 1 | -6 | 0 | -3 | -8
COc1ccc(-n2c(C)c3c(OC)cccc(=O)c3c2C)cc1 | x | -1 | 4 | 2 | x | x | 20 | -6

Screening data: PubChem, Broad Institute
